E coli growth: counter-screen for AddAB inhibitors: E. coli growth inhibition | E. coli V3065 growth, OD600 absorbance, 18 h | inhibition, % at 11.9 µM | hit rate 0.27% among 330,000;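 active = inhibition above the campaign's mean inhibition across all tested compounds plus 3 SD, cut at about 9.9% in these data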;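 note: uninfected addAB+ strain grown without phage in ampicillin broth; 0% = DMSO wells and 100% = ciprofloxacin 0.95 µg/ml wells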
CAL PDZ FP-1: blocks peptide binding to the human CAL PDZ domain | Q9HD26 | purified CAL PDZ, TMR-peptide fluorescence polarization, 1 h | inhibition, % at 24.9 µM | hit rate 0.92% among 300,000 | AID 602252;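 active = mean inhibition of at least 30% with at least half of replicates also reaching 30%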;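 note: 0% = DMSO neutral control and 100% = excess unlabeled competitor peptide PRC23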
MITF act: activators of MITF-driven TRPM1 promoter activity in SK-MEL-5 cells. hit rate 0.75% among 300,000. SK-MEL-5 TRPM1-promoter luciferase, 24 h; % of positive control, neutral wells = 0. activation, % at 12.5 µM. AID 588334;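 active = mean activation of at least 80% with every replicate also reaching 80%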;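 note: 0% = neutral control wells and 100% = parthenolide positive control wells; values of inactives mirror those of a sister screen read the other way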
CAL PDZ FP-2: human CAL PDZ-peptide interaction inhibition; hit rate 0.02% among 330,000; inhibition, % at 20 µM; Q9HD26; purified CAL PDZ, TMR-peptide fluorescence polarization, 1 h; AID 504414;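 active = highest replicate inhibition of at least 40%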;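 note: plate controls were DMSO neutral control wells for no effect and unlabeled competitor peptide control wells for full effect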
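System: tagged CAL PDZ domain. Schedule: 1 h room-temperature incubation prior to read. Signal: fluorescence polarization (mP). Measure: percent inhibition from loss of millipolarization.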
AddAB inh: less growth of phage-infected E. coli with AddAB; E. coli expressing H. pylori AddAB, absorbance growth; inhibition, % at 11.9 µM; hit rate 0.29% among 330,000; in the data active = inhibition above about 12%;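 note: 0% = vehicle wells of infected cells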
SR-BI uptake up: SR-BI HDL lipid transfer activation. CHO ldlA[mSR-BI] cells, DiI-HDL uptake fluorescence, 3 h; 100 = double the neutral-control signal. activation, % at 12.5 µM. hit rate 0.096% among 320,000. AID 504775;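 active = mean replicate activation of at least 60% and every replicate at or above 60%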;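 note: 0% = median plate neutral-control signal and 100% = twice that signal; values of inactives mirror those of a sister screen read the other way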
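Test system: SR-BI-overexpressing, LDLR-lacking CHO cells; Medium: Ham's F12 with 0.5% BSA, HEPES 25 mM, pH 7.4; Schedule: 3 h, 37 °C; Technique: bottom-read fluorescence, 550/595 nm.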
phage Ecoli inh: E. coli growth loss with phage present; growth absorbance; inhibition, % at 11.9 µM; hit rate 0.26% among 360,000; AID 651602; in the data active = inhibition above about 11%
Wnt act: activators of Wnt/beta-catenin signaling; Wnt/beta-catenin reporter cell assay, activator, plate reader; hit rate 1.2% among 300,000; activation, % at 9.35 µM; in the data active = activation above about 30%, passing the limit was not always enough;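 note: 0% = neutral control wells and 100% = positive control wells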
Tat export inh: blocks Tat-dependent protein export in E. coli; E. coli MC4100 TorA-mCherry Tat export, fluorescence; inhibition, % at 10 µM; hit rate 0.036% among 340,000;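 active = mean replicate inhibition at least 50% and at least half of replicates individually reaching 50%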;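 note: exported cargo escapes ClpAP degradation while cytoplasmic cargo is degraded and loses fluorescence; 0% = median of neutral control wells and 100% = median of NaSCN control wells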
SR-BI HDL uptake: blocks mouse SR-BI lipid uptake from DiI-HDL. ldlA[mSR-BI] CHO cells, DiI-HDL uptake fluorescence, 3 h. hit rate 0.96% among 320,000. inhibition, % at 12.5 µM. AID 488896. Q61009;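 active = mean replicate inhibition of at least 70% and a set share of replicates each scoring 70 or more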;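 note: 0% = median of neutral control wells and 100% = median of positive control wells; values of inactives mirror those of a sister screen read the other way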
Target sequence (Q61009 whole entry, looked up): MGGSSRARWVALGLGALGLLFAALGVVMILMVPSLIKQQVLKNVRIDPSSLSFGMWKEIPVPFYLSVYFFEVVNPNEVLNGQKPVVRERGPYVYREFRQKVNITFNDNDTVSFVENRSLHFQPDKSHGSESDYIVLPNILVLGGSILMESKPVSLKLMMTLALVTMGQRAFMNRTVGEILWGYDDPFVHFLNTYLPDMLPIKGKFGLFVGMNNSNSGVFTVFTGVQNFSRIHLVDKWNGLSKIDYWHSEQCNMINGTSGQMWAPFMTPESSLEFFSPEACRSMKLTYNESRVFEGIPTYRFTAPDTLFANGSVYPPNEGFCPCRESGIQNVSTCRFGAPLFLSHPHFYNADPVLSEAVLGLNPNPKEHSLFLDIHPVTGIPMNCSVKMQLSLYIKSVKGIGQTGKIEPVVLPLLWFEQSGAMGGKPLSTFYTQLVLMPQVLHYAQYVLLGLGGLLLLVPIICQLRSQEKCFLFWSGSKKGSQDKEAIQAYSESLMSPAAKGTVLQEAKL
* marks the source's active call; other numbers are inactive results; . = no result given. Compounds as they come, and some 3.6% of all compounds hit somewhere here.

SMILES	E coli growth	CAL PDZ FP-1	MITF act	CAL PDZ FP-2	AddAB inh	SR-BI uptake up	phage Ecoli inh	Wnt act	Tat export inh	SR-BI HDL uptake
CC1(C)Cc2ccccc2-c2nnc(SCc3ccccc3)n21	0.9	-6	36	-4.5	2.4	-19	0.9	3	-2	19
CCc1cc2c(=O)c(-c3ccc(F)cc3)c(C)oc2cc1OCC(=O)O	-1.0	-1	16	-0.2	2.3	16	2.0	0	-10	-1
CN(CC(=O)Nc1cccc(F)c1)C(=O)c1ccccc1OCC(=O)Nc1cccc(C(F)(F)F)c1	-2.5	-1	-13	-1.6	2.1	-30	-1.6	-4	-1	30
CC(=O)c1ccc(NC(=O)COC(=O)c2c3c(nc4ccccc24)/C(=C\c2cccs2)CCC3)cc1	-1.3	0	-39	-1.6	3.4	-9	2.2	8	-2	9
CCOC(=O)c1cnc2ccc(F)cc2c1Nc1ccc2c(c1)OCCO2	0.5	-3	1	-1.6	2.9	3	3.6	.	-8	-3
CN(C)S(=O)(=O)c1ccc(N2CCCC2)c(C(=O)N2CCN(S(=O)(=O)c3ccc(F)c(F)c3)CC2)c1	.	3	6	-1.0	.	-8	0.1	-3	0	8
COc1ccc(CO[C@@H]2O[C@H](CO)[C@@H](O)[C@H](O)[C@H]2NC(C)=O)cc1OC	.	1	7	0.0	.	16	0.9	2	0	-16
Clc1ccc(-n2nnnc2-c2cnc(-c3ccncc3)nc2-c2cccs2)cc1	-0.4	-44	5	-2.2	-0.8	-4	2.7	.	7	4
CC1CCN(C(=O)CNC(=O)c2ccc(Cl)cc2Cl)CC1	-0.9	1	61	-0.9	-0.2	15	1.7	0	-7	-15
CCC(Oc1ccc(C)cc1)C(=O)Nc1ccc(S(=O)(=O)Nc2nccs2)cc1 (centres undefined)	1.3	-4	-1	-3.3	3.4	.	0.5	-1	2	.
O=C(Nc1ccncc1)c1ccccc1[N+](=O)[O-]	4.1	-2	9	-0.4	0.8	1	3.4	-5	3	-1
CCn1c(COc2ccccc2)nnc1SCC(=O)c1cccc([N+](=O)[O-])c1	-2.5	-5	-1	-2.0	-0.1	-27	3.6	2	9	27
O=C(Nc1cc(C(F)(F)F)ccc1N1CCOCC1)C1=NN(c2ccccc2)C(=O)CC1	0.2	-6	20	-3.5	1.1	-3	2.4	2	-4	3
COC(=O)CN1C(=O)C(O)(CC(=O)c2ccc(C)cc2)c2cc(Br)ccc21 (centres undefined)	1.3	.	7	-0.6	3.0	-1	2.1	1	0	1
C/C(=N\Nc1ccccn1)c1ccc(S(=O)(=O)NCc2ccco2)cc1	0.7	-3	16	-1.6	2.6	-4	1.6	.	-3	4
Cn1c(=O)c2c(nc(Cc3ccc(N)cc3)n2C)n(C)c1=O	-0.5	-3	-6	1.8	0.8	10	0.2	0	1	-10
O=C(CSc1nnc(-c2ccco2)n1Cc1ccccc1)NC(=O)NCc1ccccc1	0.9	-2	-15	-3.0	0.5	-20	0.3	-7	1	20
CCC(Sc1ncccc1Nc1ccccn1)C(=O)O (centres undefined)	-0.3	.	0	-1.1	-1.1	31	2.7	3	-8	-31
O=C(CCN1CCCCC1)Nc1cccc(Br)c1	2.5	3	.	-0.6	1.7	-1	2.3	0	-6	1
O=C(CSc1nc2c(c(=O)n1-c1ccc(Cl)cc1)SCC2)NCc1ccco1	1.4	4	.	-0.6	1.7	2	3.4	-8	-15	-2

Copied from the list:
CCC(Sc1ncccc1Nc1ccccn1)C(=O)O (centres undefined) in MITF act shows 0
O=C(CSc1nc2c(c(=O)n1-c1ccc(Cl)cc1)SCC2)NCc1ccco1 in SR-BI HDL uptake shows -2
O=C(CCN1CCCCC1)Nc1cccc(Br)c1 in CAL PDZ FP-1 shows 3
CCOC(=O)c1cnc2ccc(F)cc2c1Nc1ccc2c(c1)OCCO2 in MITF act shows 1

Next section.
SMILES	E coli growth	CAL PDZ FP-1	MITF act	CAL PDZ FP-2	AddAB inh	SR-BI uptake up	phage Ecoli inh	Wnt act	Tat export inh	SR-BI HDL uptake
COc1ccc(N=Cc2ccc(N(CCC#N)CCC#N)cc2)cc1	.	-1	-9	-0.1	.	1	2.6	-2	-2	-1
NC(=O)c1ccccc1OCC(=O)NS(=O)(=O)c1ccc(Cl)cc1	-0.2	.	14	-4.6	-0.8	13	-0.4	.	7	-13
Cc1ccc2[nH]c(=O)c3cc(C(=O)N(CCCOC(C)C)Cc4ccco4)sc3c2c1	-0.6	.	4	-1.8	0.3	-28	0.1	-6	-1	28
N#CCCN(C(=O)CSc1ccc2c(c1)OCCO2)c1ccc(F)cc1	-1.4	-1	-2	-1.7	-4.7	11	3.3	.	2	-11
Cc1ccc2nc(-c3ccc(NC(=S)NC(=O)C(C)C)cc3)sc2c1	0.2	-3	96*	-2.9	1.1	-31	0.4	23	-7	31
Cc1cccc(N2C(=O)C(O)=C(C(=O)c3cccs3)C2c2ccccc2)n1 (centres undefined)	1.1	-3	.	0.0	-0.1	10	1.4	6	10	-10
COc1ccc(OCC(O)CN2CCN(Cc3ccc4c(c3)OCO4)CC2)cc1 (centres undefined)	-1.7	0	-1	0.7	2.7	16	3.5	12	4	-16
C=CCC1(CC=C)CCCN1C(=O)CC1C(=O)NCCN1Cc1cc(OC)cc(OC)c1 (centres undefined)	-0.3	-1	6	-2.4	5.7	14	1.8	-4	5	-14
O=C(Cn1c(=O)sc2ccccc21)Nc1ccc(S(=O)(=O)N2CCCC2)cc1	1.2	-4	.	-1.4	2.0	-28	-0.3	-3	-10	28
Oc1cccc(Nc2nc(NCC3CCCO3)c3ccccc3n2)c1 (centres undefined)	-2.3	-4	14	-7.5	0.0	-3	.	-6	6	3
C=CCn1cnnc1SCC(=O)N(C)CC1COc2ccccc2O1 (centres undefined)	-0.3	48*	-8	-0.3	-1.1	26	1.8	-1	0	-26
C=CC[n+]1c(-c2ccc(Cl)cc2Cl)csc1Nc1ccc(NC(C)=O)cc1	0.4	.	-13	0.6	-0.4	-18	5.5	-10	-1	18
Cc1ccc(-c2cc(O)cc3sc(=O)oc23)cc1C	1.5	-5	-1	0.7	3.7	.	3.1	5	-7	.
COc1ccc(NC(=O)[C@@H](NC(N)=O)C(C)C)cc1Cl	2.4	-2	-2	-2.2	0.0	-3	4.7	0	-1	3
CCNS(=O)(=O)c1ccc(CCC(=O)Nc2cc(Cl)ccc2Oc2ccccc2)cc1	-0.1	-2	-24	-0.6	2.3	-49	1.1	-1	11	49
COc1ccccc1C(=O)N1CCC(C(=O)c2ccc(F)cc2)CC1	1.1	-1	4	-1.7	0.5	27	2.2	-3	-13	-27
CN(CC(=O)Nc1ccc(F)cc1)C(=O)c1cn(-c2ccccc2)nc1-c1cccs1	-1.6	31*	-4	-1.4	2.0	11	0.3	2	6	-11
O=C(N/N=C/c1ccc([N+](=O)[O-])cc1)C(=O)N1CCCC1	1.7	.	-8	0.9	1.7	6	2.9	4	36	-6
CCOC(=O)N1CCN(C(=O)CSc2nnc(-c3cc(OC)ccc3OC)o2)CC1	.	.	.	-1.1	.	-57	1.9	-1	-1	57
Cc1nc(SCC(=O)Nc2c(C)n(C)n(-c3ccccc3)c2=O)n[nH]1	-0.3	-5	9	-0.7	3.5	-3	0.8	-2	0	3
COCc1cccc(C2=CC(=O)C[C@H](c3ccc(F)cc3)C2)c1	-0.8	3	17	-0.8	-1.7	-26	4.3	-2	-3	26
Cc1cccc(NC(=O)c2sc(-c3ccccc3)nc2-c2ccc([N+](=O)[O-])cc2)c1	3.1	-1	0	-1.9	1.1	-78	4.6	.	0	78*
CCc1nnc(NC(=O)c2nc(S(=O)(=O)Cc3ccccc3)ncc2Cl)s1	-2.3	-1	-80	-1.6	1.6	10	1.8	-6	-5	-10
CCc1ccccc1NC(=S)N1N=CCC1c1ccccc1 (centres undefined)	2.0	2	26	-0.3	0.3	10	3.3	2	6	-10
Cc1ccccc1N1CCN(c2ncnc3c2cnn3Cc2ccc(Cl)cc2)CC1	4.5	-3	-12	-1.1	4.8	-55	3.0	.	1	55
Cc1c(C=O)c2ccccc2n1CC(=O)N1CCc2ccccc2C1	-1.9	-1	2	-0.5	-0.6	-19	3.0	.	6	19
O=C(NCc1ccco1)c1cc(=O)c2ccccc2o1	1.9	-2	-10	-0.9	4.9	5	5.7	7	0	-5
CCCN1CCN(CCCNC(=O)c2ccc(CS(=O)c3ccc(OC)cc3)o2)CC1 (centres undefined)	1.8	3	6	0.1	0.3	11	1.3	1	2	-11
O=C(Nc1cccc2c1[nH]c1ccccc12)C(F)(F)F	3.1	.	.	-1.0	5.0	8	2.4	.	2	-8
O=C(NC1(C(=O)O)CCCC1)C(Cl)Cl	.	2	7	-0.4	.	3	0.4	-4	-1	-3
O=C(COC(=O)CNC(=O)C1CCCCC1)Nc1ccc(Cl)cc1F	-0.5	0	2	-1.6	0.1	21	3.1	-1	7	-21
Nc1ccc(-c2nc3nc(N)nc(N)c3nc2-c2ccc(N)cc2)cc1	0.6	2	2	0.3	-0.4	9	2.4	-1	1	-9
COc1ccc(Cc2nnc(NC(=O)CS(=O)(=O)Cc3ccccc3)s2)cc1	-1.6	0	1	-2.7	-1.0	20	-1.3	-2	-2	-20
O=C(Nc1ccc(OC(F)(F)F)cc1)Nc1cccnc1	4.0	-9	13	0.5	4.8	-5	-0.2	5	7	5
Cc1cc(C)n2nc(C(=O)OCC(=O)Nc3ccc4c(c3)OCCO4)nc2n1	0.9	-2	5	-0.5	2.4	6	3.0	-5	-6	-6
COc1cccc(NC(=O)CN(C)C(=O)c2cc(-c3ccc(F)cc3)nc3ccccc23)c1	0.7	3	24	-1.8	1.4	-18	0.5	-3	1	18
CCn1c(CC(=O)Nc2ccccc2F)nnc1SCC(=O)Nc1nnc(C)s1	-1.6	-6	-2	-3.8	4.6	.	2.0	-2	-2	.
O=C(Oc1oc(-c2ccco2)nc1C=Nc1ccccc1)c1ccco1	-0.9	-4	-19	0.6	4.7	1	.	4	-4	-1
O=C(NCc1cccnc1)c1ccccc1-c1nc(-c2ccccc2)no1	-0.4	-4	-2	-1.1	2.6	19	2.0	-4	-29	-19
CN1CCN(c2ccc(NC(=O)c3cccc(S(=O)(=O)N4CCCC4)c3)cc2)CC1	1.2	-6	17	0.5	0.8	-1	1.8	-2	5	1
CCNC(=O)CSC1=N/C(=C\c2ccc(O)c(OCC)c2)C(=O)N1c1ccc(OC(F)F)cc1	-0.4	0	-7	-2.6	0.8	-11	0.9	-4	1	11
Cc1ccc(CSc2nc3ccncc3n2CC(=O)Nc2cc(C)cc(C)c2)cc1	-0.3	-4	35	2.8	0.3	-5	0.3	0	-9	5
O=C1CCCN1C(=O)CSc1ncnc2sccc12	.	-3	2	-3.1	.	-7	1.4	1	4	7

Entries listed so far that bear a hit mark in MITF act.
SMILES,CAL PDZ FP-1,MITF act,CAL PDZ FP-2,AddAB inh,SR-BI uptake up,phage Ecoli inh,Wnt act,Tat export inh,SR-BI HDL uptake
Cc1ccc2nc(-c3ccc(NC(=S)NC(=O)C(C)C)cc3)sc2c1,-3,96*,-2.9,1.1,-31,0.4,23,-7,31

Source: PubChem
